# Bioassay records as filed in PubChem BioAssay.
# SENP7 inh = blocks the human protease SENP7 | Q9BQF6 | recombinant SENP7, Z-RLRGG-aminoluciferin luminescence, 40 min | inhibition, % at 5 µM | 330,000 compounds, 1.5% hits;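 active means inhibition above about 50% at the single test dose, limit read from the data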;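 further: plate controls were DMSO with enzyme for no effect and no enzyme buffer wells for full effect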
# Target sequence (Q9BQF6 706-1050 limits assumed): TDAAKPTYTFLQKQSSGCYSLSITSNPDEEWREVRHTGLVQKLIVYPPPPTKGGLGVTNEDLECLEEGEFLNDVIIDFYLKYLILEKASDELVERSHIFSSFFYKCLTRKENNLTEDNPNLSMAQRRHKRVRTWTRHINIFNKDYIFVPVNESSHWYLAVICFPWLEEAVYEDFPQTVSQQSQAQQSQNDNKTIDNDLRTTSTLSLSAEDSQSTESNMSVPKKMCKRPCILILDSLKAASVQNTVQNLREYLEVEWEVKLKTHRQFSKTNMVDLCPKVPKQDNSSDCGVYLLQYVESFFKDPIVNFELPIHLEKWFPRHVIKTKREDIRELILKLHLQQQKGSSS
# SENP6 inh = SENP6 protease inhibition; Q9GZR1; Recombinant SENP6 catalytic domain, aminoluciferin luminescence; inhibition, % at 10 µM; 330,000 compounds, 1.8% hits; AID 2599;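 active means inhibition above about 50% at the single tested dose, limit read from the data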;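 further: plate controls were DMSO wells with enzyme for no effect and DMSO wells lacking enzyme for full effect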
# A3G deaminase = blocks human APOBEC3G single-stranded DNA deamination. recombinant A3G, ssDNA deamination FAM/TAMRA fluorescence. inhibition, % at 20 µM. 330,000 compounds, 0.28% hits;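 active means inhibition of at least 40% at 20 µM, with no more than 30% in the related APOBEC3A deaminase screen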;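 further: plate controls were DMSO wells with A3G for no effect and wells lacking A3G enzyme for full effect; some compounds called inactive have numbers as strong as hits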
# Target sequence (Q9HC16 whole entry, looked up): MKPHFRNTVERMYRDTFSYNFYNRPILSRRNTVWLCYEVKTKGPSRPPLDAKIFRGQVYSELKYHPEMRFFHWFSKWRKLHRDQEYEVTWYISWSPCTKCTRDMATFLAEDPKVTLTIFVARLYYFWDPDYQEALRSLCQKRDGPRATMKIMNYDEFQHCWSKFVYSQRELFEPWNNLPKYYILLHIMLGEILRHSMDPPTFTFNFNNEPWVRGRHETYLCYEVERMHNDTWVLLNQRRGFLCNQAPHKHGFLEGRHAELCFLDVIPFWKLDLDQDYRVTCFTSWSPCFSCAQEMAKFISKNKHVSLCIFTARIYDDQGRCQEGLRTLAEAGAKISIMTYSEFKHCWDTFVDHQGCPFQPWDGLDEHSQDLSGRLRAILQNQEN
# Apaf-1 inh = human Apaf-1 inhibition; O14727; reconstituted apoptosome caspase-3 activity, DEVD-Rh110 fluorescence; inhibition, % at 20 µM; 330,000 compounds, 0.71% hits; AID 489030; active means inhibition of at least 40% at 20 µM;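 further: plate controls were DMSO wells for no effect and DEVD-CHO caspase inhibitor wells for full effect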
#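 Assay system – apoptosome proteins · Medium – Hepes buffer, pH 7.5 · Also added – cytochrome c with DEVD-Rh110 · Timing – 30 min compound preincubation, 50 min activation, room temperature · Detection – Rh110 fluorescence, excitation 480 nm, emission 540 nm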
# SENP1 inh = blocks the human SENP1 SUMO protease catalytic domain; AID 624204; recombinant SENP1 catalytic domain, CyPet-SUMO1-YPet FRET cleavage; inhibition, % at 10 µM; 360,000 compounds, 0.21% hits;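 active means inhibition at least 30% at 10 µM, raw YFP signal under a set limit, fluorescence ratio 0.5 to 1.5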;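 further: 0% = enzyme with DMSO and 100% = no enzyme wells; some results filed as inactive read as strong as hits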
#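 Test system: human SENP1 catalytic domain; medium: Tris pH 8 buffer plus EDTA, NaCl, BME, BSA, NP40, catalase; incubation: 50 min reaction at room temperature; technique: FRET, CFP and YFP emission; controls: no-enzyme low control and enzyme-plus-DMSO high control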
# UBC13 polyUb = inhibitors of human UBC13 polyubiquitin chain formation; P61088; TR-FRET; inhibition, % at 20 µM; 330,000 compounds, 0.47% hits; AID 485273; in the data active means inhibition above about 45%, passing the limit was not always enough
# SENP8 block-1 = blocks the human protease SENP8; Q96LD8; purified SENP8, Z-RLRGG-aminoluciferin cleavage, luminescence; inhibition, % at 10 µM; 330,000 compounds, 1.2% hits; AID 2540; in the data active means inhibition above about 50%
# Target sequence (Q96LD8 whole entry, looked up): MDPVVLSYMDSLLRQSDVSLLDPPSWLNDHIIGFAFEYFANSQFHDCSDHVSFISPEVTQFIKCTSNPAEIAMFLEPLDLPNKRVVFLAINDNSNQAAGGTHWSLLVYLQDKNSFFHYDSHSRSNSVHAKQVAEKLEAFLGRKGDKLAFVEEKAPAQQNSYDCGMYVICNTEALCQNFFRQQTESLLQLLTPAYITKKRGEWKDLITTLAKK
# SENP8 block-2 = inhibitors of human SENP8 protease. recombinant SENP8, Nedd8 substrate fluorescence. inhibition, % at 20 µM. 360,000 compounds, 0.64% hits. AID 602440; in the data active means inhibition mostly above about 40%, no sharp cut-off; inactive means mostly below about 27%
# The depositor's hits bear a star; x = no result given. An unsorted share of the library; any-hit rate near 3.6%.
# The opening two entries, to show the layout:
SMILES,SENP7 inh,SENP6 inh,A3G deaminase,Apaf-1 inh,SENP1 inh,UBC13 polyUb,SENP8 block-1,SENP8 block-2
O=C(CSc1nc(-c2ccccc2)c(-c2ccccc2)[nH]1)Nc1ccc2c(c1)OCO2,-3,2,0,24,-4,11,-7,-327
CC(=O)N1CCN(c2ccc(NC(=O)c3ccc(OCc4ccccc4)cc3)cc2)CC1,2,-8,-4,8,0,6,-6,7

# The whole of this part, previewed entries included:
SMILES,SENP7 inh,SENP6 inh,A3G deaminase,Apaf-1 inh,SENP1 inh,UBC13 polyUb,SENP8 block-1,SENP8 block-2
O=C(CSc1nc(-c2ccccc2)c(-c2ccccc2)[nH]1)Nc1ccc2c(c1)OCO2,-3,2,0,24,-4,11,-7,-327
CC(=O)N1CCN(c2ccc(NC(=O)c3ccc(OCc4ccccc4)cc3)cc2)CC1,2,-8,-4,8,0,6,-6,7
O=C(C1=C[C@H](c2ccccc2)C[C@H](OCc2ccc(CO)cc2)O1)N1CCOCC1,6,-14,2,7,0,0,-2,-2
CCCCN(Cc1cccs1)S(=O)(=O)c1csc(C(N)=O)c1,17,24,0,-2,0,-8,-2,3
O=C(NCC1COc2ccccc2O1)c1ccc(NC(=O)C(c2ccccc2)c2ccccc2)cc1 (stereo unspecified),8,-3,3,-2,3,12,1,3
CCOc1cc(C(C#N)N2CCOCC2)ccc1OC (stereo unspecified),-6,-27,-6,-2,2,2,-5,18
CN1CCN(S(=O)(=O)c2cccc(C(=O)NC3CCCC3)c2)CC1,1,-3,-9,0,1,3,1,8
CN(C)c1nc2c(c(=O)n(C)c(=O)n2C)n1CC(=O)c1cccs1,-2,-11,1,-5,5,-14,-3,15
O=C(N/N=C/c1ccc([N+](=O)[O-])o1)c1ccncc1,-9,11,-3,15,0,-20,-2,54*
COc1ccc(CN2CCCCCC2)cc1Br,-4,-3,-13,-15,1,8,-10,6
Cc1nn(-c2ccc(C(=O)O)cc2)c(C)c1Oc1ccccc1O,1,5,2,-8,0,5,-2,4
COc1ccc(NC2SC(=O)N(C)C2=O)cc1 (stereo unspecified),-9,-12,-6,-10,2,13,-4,23
COc1ccc(CC(=O)NC(=S)Nc2cccc(CO)c2)cc1,9,-4,-4,-6,2,2,-5,28
COc1ccc(C(=O)NCC(c2ccco2)N(C)C)cc1S(=O)(=O)NCc1ccc(Cl)cc1 (stereo unspecified),3,-4,-9,-5,-4,9,3,-54
Clc1cccc(CN2CCCCCC2)c1,3,10,-4,6,0,2,5,-6
Cc1cc(NS(=O)(=O)c2ccc(NC(=O)/C=C/c3ccccc3)cc2)nc(C)n1,-13,-4,-5,-3,-3,-30,-20,-15
CCc1nn(CC(=O)NCCCN(CC)CC)c(=O)c2cc3sc(C)cc3n12,-7,-24,-3,-9,1,-3,-7,6
O=[N+]([O-])c1ccc(O)c(/C=N/NC2=NS(=O)(=O)c3ccccc32)c1,95*,86*,2,3,-23,-26,82*,-103
CCC(=NNC(=O)c1cccc(S(=O)(=O)N2CCOCC2)c1)c1ccccc1,-20,9,-1,0,0,0,17,-11
COCCCNC(=O)Cn1cnc(C(=O)Nc2ccc(C)c(C)c2)n1,-3,x,3,9,-1,x,x,3
COc1ccc(C(=O)C2CCCN(C(=O)c3cc4nc(C)cc(C)n4n3)C2)cc1F (stereo unspecified),4,-15,-2,-2,1,5,2,-105
CC1CCN(CC(O)COc2ccc(C(=O)c3ccccc3)cc2)CC1 (stereo unspecified),10,-5,-3,0,1,4,-9,9
O=C(CCSc1nc(-c2ccco2)cc(C(F)(F)F)n1)NCc1cccs1,-1,6,6,18,-4,-14,6,2
Cc1ccc(Cn2c(N/N=C/c3ccncc3)nc3c2c(=O)n(C)c(=O)n3C)cc1,-11,-13,-2,11,3,-19,-10,-92
O=C(Nc1ccc(F)cc1)N(Cc1nnc2n1CCCCC2)c1ccccc1,9,-15,-6,-6,1,-14,-3,16
CCCCNc1nc2c(c(=O)n(C)c(=O)n2C)n1Cc1cccc(OC)c1,-1,-8,0,6,0,22,1,0
O=C(NCc1ccccc1)c1nc2c(nnn2Cc2cccc(Cl)c2)c(=O)[nH]1,9,9,-11,-12,1,-4,2,0
COc1ccc(C(CCN2CCN(c3ccccc3)CC2)c2c(O)cc(OC)cc2OC)cc1 (stereo unspecified),4,-17,-4,21,1,28,-10,9
O=C(Nc1ccc(N2CCOCC2)cc1N1CCOCC1)c1ccc(Br)cc1,6,-4,-8,0,1,6,3,7
COCCCNC(=O)CN1C(=O)COc2ccc(S(=O)(=O)N3CCCCCC3)cc21,2,1,-5,-12,-1,12,-6,4
COc1ccc(C)cc1S(=O)(=O)N1CC(C)OC(C)C1 (stereo unspecified),7,13,-6,-12,3,7,4,18
O=C(Cc1ccccc1[N+](=O)[O-])NC1CC1,9,4,-3,-4,1,5,6,6
CN1C(=O)C(CC(=O)NCC2CCCCC2)SC1=Nc1ccccc1 (stereo unspecified),-4,-12,-3,10,3,6,-10,3
CCC1=Nc2ccccc2-c2nnc(SC)nc2O1,4,-3,-4,7,1,-23,4,15
COc1ccccc1-c1nnc(NC(=O)c2ccc(S(=O)(=O)N(C)Cc3ccccc3)cc2)o1,-1,-13,-3,19,x,-27,-4,x
CC(C)C(NC(=O)c1ccco1)C(=O)OCC(=O)N1CC(=O)Nc2ccccc21 (stereo unspecified),10,-7,-4,-6,0,-1,3,6
CCN1C(=O)CC(C(=O)NCCc2ccc(S(N)(=O)=O)cc2)SC1=Nc1ccc(OC)cc1 (stereo unspecified),-7,-7,-5,4,0,6,-7,7
Cc1onc(-c2ccccc2)c1NC(=O)Nc1ccc(OC(F)F)cc1,-14,-6,-6,-11,0,11,4,11
COc1ccc(CCNC(=O)c2c(N)no[n+]2[O-])cc1OC,-1,-6,-7,-9,2,4,-2,17
CC(=O)NCCC(=O)Nc1cc(S(=O)(=O)N2CCOCC2)ccc1N1CCOCC1,4,-10,-5,4,1,-3,-6,8
S=c1[nH]c2ccc(Cl)cc2[nH]1,-7,-11,41*,-1,-1,6,7,5
CCN(CC)C(=O)CSc1ncnc2c(-c3ccc(OC)cc3)nsc12,34,51*,6,8,x,9,52*,x
CCCNC(=O)C(Cc1ccccc1)NC(=O)c1ccccn1 (stereo unspecified),2,0,-7,-14,1,10,3,7
CCCCN(C(=O)NC(=O)Nc1cc(C)ccc1C)S(C)(=O)=O,13,-16,-4,-5,3,-9,-12,7
CC(=O)Nc1ccc(Nc2cc(C(C)C)nc3c(-c4ccccc4)c(C)nn23)cc1,2,-10,-9,12,-2,21,0,-464
CCOC(=O)CC1C(=O)NCCN1C(=O)c1cccc(OC)c1 (stereo unspecified),-6,1,-3,8,0,0,0,12
Cc1ccc(C(=O)Nc2ccccc2N2CCCCC2)cc1[N+](=O)[O-],13,5,0,16,0,10,0,12
CCCCCCCCCCCCOC(=O)C[N+](C)(C)C,-4,-44,-8,46*,x,26,-4,x
Brc1cccc(CNCCCN2CCOCC2)c1,-2,-5,-5,-7,2,-6,-8,2
Cc1csc(/C(C#N)=N/O)n1,7,6,-3,-21,1,-3,9,1

# Further compounds:
SMILES,SENP7 inh,SENP6 inh,A3G deaminase,Apaf-1 inh,SENP1 inh,UBC13 polyUb,SENP8 block-1,SENP8 block-2
Oc1ccccc1C1=NN(c2ccccc2)C(c2ccc(F)cc2)C1 (stereo unspecified),7,1,-2,15,-30,20,4,-309
CCC(C)Nc1nc(N)c([N+](=O)[O-])c(Nc2ccccc2OC)n1 (stereo unspecified),-6,3,-7,10,1,11,-4,22
COc1ccc(S(=O)(=O)NCC(=O)N(CC(=O)NC(C)(C)C)Cc2cccs2)cc1,-8,-13,-6,6,-3,-13,-10,9
Cc1c(NC(=O)CC2CC(C)OC2=O)c(=O)n(-c2ccccc2)n1C (stereo unspecified),-3,-3,-5,-14,2,-5,-13,18
O=S(=O)(c1cccc(C(F)(F)F)c1)N1CCN(C(=S)NCc2ccco2)CC1,9,-19,17,17,-2,-2,-4,10

# Arranged by SMILES length (smallest number first): part of the list above
SMILES,SENP7 inh,SENP6 inh,A3G deaminase,Apaf-1 inh,SENP1 inh,UBC13 polyUb,SENP8 block-1,SENP8 block-2
Cc1csc(/C(C#N)=N/O)n1,7,6,-3,-21,1,-3,9,1
S=c1[nH]c2ccc(Cl)cc2[nH]1,-7,-11,41*,-1,-1,6,7,5
CCCCCCCCCCCCOC(=O)C[N+](C)(C)C,-4,-44,-8,46*,x,26,-4,x
CCCNC(=O)C(Cc1ccccc1)NC(=O)c1ccccn1 (stereo unspecified),2,0,-7,-14,1,10,3,7
CCOC(=O)CC1C(=O)NCCN1C(=O)c1cccc(OC)c1 (stereo unspecified),-6,1,-3,8,0,0,0,12
COc1ccc(CCNC(=O)c2c(N)no[n+]2[O-])cc1OC,-1,-6,-7,-9,2,4,-2,17
Oc1ccccc1C1=NN(c2ccccc2)C(c2ccc(F)cc2)C1 (stereo unspecified),7,1,-2,15,-30,20,4,-309
CCCCN(C(=O)NC(=O)Nc1cc(C)ccc1C)S(C)(=O)=O,13,-16,-4,-5,3,-9,-12,7
CCN(CC)C(=O)CSc1ncnc2c(-c3ccc(OC)cc3)nsc12,34,51*,6,8,x,9,52*,x
Cc1c(NC(=O)CC2CC(C)OC2=O)c(=O)n(-c2ccccc2)n1C (stereo unspecified),-3,-3,-5,-14,2,-5,-13,18
CC(=O)NCCC(=O)Nc1cc(S(=O)(=O)N2CCOCC2)ccc1N1CCOCC1,4,-10,-5,4,1,-3,-6,8
CC(C)C(NC(=O)c1ccco1)C(=O)OCC(=O)N1CC(=O)Nc2ccccc21 (stereo unspecified),10,-7,-4,-6,0,-1,3,6
CC(=O)Nc1ccc(Nc2cc(C(C)C)nc3c(-c4ccccc4)c(C)nn23)cc1,2,-10,-9,12,-2,21,0,-464
COc1ccc(S(=O)(=O)NCC(=O)N(CC(=O)NC(C)(C)C)Cc2cccs2)cc1,-8,-13,-6,6,-3,-13,-10,9
CCN1C(=O)CC(C(=O)NCCc2ccc(S(N)(=O)=O)cc2)SC1=Nc1ccc(OC)cc1 (stereo unspecified),-7,-7,-5,4,0,6,-7,7
